Screening results deposited in PubChem by several laboratories.
LEDGF integ inh = blocks HIV-1 LEDGF/p75-dependent DNA integration | TR-FRET IN-LEDGF/p75 DNA integration, Eu/Cy5 | inhibition, % at 3.7 µM | hit rate 0.64% among 370,000 | AID 743269;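 active = inhibition above the screen-wide mean plus 3 SD, cut at about 13% in these data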;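 also: signal is the Cy5 over europium emission ratio at 671 and 618 nm; 0% = plate median of compound wells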
PG9 binder = binds the HIV-1 gp120 antibody PG9; TR-FRET gp120-PG9 antibody binding; inhibition, % at 6.7 µM; hit rate 0.43% among 360,000; in the data active = inhibition above about 8.5%
PRMT1 FP inh = PRMT1 (human) inhibition, primary screen. recombinant PRMT1, activity-based probe fluorescence polarization. inhibition, % at 2.79 µM. Q99873. hit rate 1.3% among 370,000. AID 652257;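 active = inhibition above about 21% made by adding two undisclosed values, limit read from the data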
Target sequence (Q99873 whole entry, looked up): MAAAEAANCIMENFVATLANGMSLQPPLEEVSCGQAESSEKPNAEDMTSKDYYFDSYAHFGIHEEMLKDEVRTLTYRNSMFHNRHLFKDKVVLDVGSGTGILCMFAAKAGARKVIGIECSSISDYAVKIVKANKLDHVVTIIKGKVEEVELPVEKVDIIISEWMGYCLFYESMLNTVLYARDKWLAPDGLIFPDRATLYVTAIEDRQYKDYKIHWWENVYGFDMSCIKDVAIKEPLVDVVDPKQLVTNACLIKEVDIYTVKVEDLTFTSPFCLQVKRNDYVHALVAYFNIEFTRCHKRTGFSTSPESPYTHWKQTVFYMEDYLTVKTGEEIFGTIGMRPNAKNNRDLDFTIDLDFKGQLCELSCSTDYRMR
mABHD4 FP = inhibits mouse alpha/beta hydrolase domain 4. Q8VD66. purified mABHD4, FP-Rh probe fluorescence polarization. inhibition, % at 8.92 µM. hit rate 0.54% among 370,000. AID 720543;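 active = inhibition exceeding the mean over every tested compound plus 3 SD, cut at about 30% in these data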;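 also: 0% = plate median of compound wells and 100% = S159A mutant with DMSO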
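Doses – 8.92 µM, single dose · Material – wild-type mouse ABHD4 protein · Replication – single well per compound (singlicate) · Measure – percent inhibition of probe binding, normalized to plate controls · Schedule – 45 min compound pre-incubation plus 60 min probe step, 25 °C · Detection – fluorescence polarization with parallel and perpendicular emission, 525/598 nm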
HTRA1 inhibitor = inhibitors of human serine peptidase HTRA1; Q92743; recombinant HTRA1, FP-rhodamine activity-based probe, fluorescence polarization; inhibition, % at 5.96 µM; hit rate 0.5% among 340,000; in the data active = inhibition above about 36%;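 also: 0% = enzyme with DMSO and 100% = wells lacking enzyme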
Target sequence (Q92743 whole entry, looked up): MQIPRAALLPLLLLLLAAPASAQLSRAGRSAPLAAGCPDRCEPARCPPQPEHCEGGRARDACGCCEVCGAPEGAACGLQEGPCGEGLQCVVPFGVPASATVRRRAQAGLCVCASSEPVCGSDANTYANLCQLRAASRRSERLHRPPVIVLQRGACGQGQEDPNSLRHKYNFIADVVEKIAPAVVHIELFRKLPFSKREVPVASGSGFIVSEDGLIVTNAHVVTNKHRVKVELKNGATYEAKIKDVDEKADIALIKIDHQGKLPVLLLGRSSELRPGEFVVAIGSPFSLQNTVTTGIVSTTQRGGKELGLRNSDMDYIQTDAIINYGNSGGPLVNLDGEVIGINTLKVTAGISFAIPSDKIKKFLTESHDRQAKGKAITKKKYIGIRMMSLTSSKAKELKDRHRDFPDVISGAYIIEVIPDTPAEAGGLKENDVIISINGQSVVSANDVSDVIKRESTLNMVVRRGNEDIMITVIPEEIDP
rCAG binder = binds r(CAG) RNA repeats. r(CAG) RNA repeat, TO-PRO-1 dye displacement fluorescence. inhibition, % at 3 µM. hit rate 1.3% among 370,000;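 active = inhibition above the plate cutoff, the mean of all test compounds on that plate plus 3 SD, cut at about 35% in these data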;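 also: 0% = DMSO alone and 100% = 100 µM mitoxantrone as full dye displacement; higher means more dye released from RNA so lower well fluorescence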
TCR-CD3 inh = human TCR-CD3 binding inhibition | TAMRA-labeled TCR probe fluorescence, biochemical | inhibition, % at 9.4 µM | hit rate 0.37% among 360,000; in the data active = inhibition above about 19%;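 also: recombinant mutant TCR 2C K166C tagged with TAMRA read by polarization; 0% = receptor in buffer alone and 100% = receptor with positive control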
Rev-erbA mod = modulators of human Rev-erb alpha DNA binding | Rev-erbα–FITC-DNA binding, fluorescence polarization, 90 min | AID 1259318 | P20393 | activity, % at 10 µM | hit rate 0.79% among 370,000;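 active = activity above about 14%, limit read from the data; passing the limit was not always enough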;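 also: 0% = DMSO wells with 35 nM protein and 100% = DMSO wells with 750 nM protein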
SIAE primary = blocks human sialic acid acetylesterase | Q9HAT2 | SIAE FP-Rh probe binding, fluorescence polarization | inhibition, % at 9.66 µM | hit rate 0.69% among 370,000 | AID 1053197;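 active = inhibition above a cutoff: mean of compounds within the control limits plus 3 SD of those, cut at about 17% in these data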;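 also: 0% = plate median of compound wells and 100% = probe without SIAE protein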
TDP2 inh = blocks human TDP2 phosphodiesterase activity; O95551; recombinant TDP2, T5PNP hydrolysis, p-nitrophenol absorbance 415 nm; inhibition, % at 12.8 µM; hit rate 0.34% among 370,000; AID 720702;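 active = inhibition above the mean of all tested compounds plus 3 SD, set per campaign, cut at about 25% in these data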;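 also: 0% = DMSO with enzyme and 100% = buffer with substrate but no TDP2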
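Material: recombinant human TDP2; quantity: TDP2 enzyme at 120 nM final; medium: Tris-HCl pH 7.5 with MgCl2; compound: single concentration, 12.8 µM nominal, with 1% DMSO; incubation: 2 h enzyme incubation at 37 °C; signal: epi absorbance; measure: percent inhibition; benchmarks: high control without enzyme, low control DMSO plus TDP2; repeats: singlicate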
Active calls of the source: *; · = no result given.

SMILES	LEDGF integ inh	PG9 binder	PRMT1 FP inh	mABHD4 FP	HTRA1 inhibitor	rCAG binder	TCR-CD3 inh	Rev-erbA mod	SIAE primary	TDP2 inh
COc1ccc(S(N)(=O)=O)cc1C(=O)NNC(=O)CN(C)S(=O)(=O)c1ccc(Cl)cc1	0	0.6	1	3	3	4	0	-2	5	-1
CCOC(=O)c1[nH]ncc1CN1CCCC(C(=O)c2ccc(OC)cc2C)C1 (configuration not stated)	-1	0.8	1	0	6	-8	-8	-3	1	-3
CCCCSc1n[nH]c(=S)c2nc[nH]c12	2	5.3	11	-3	2	5	-4	-8	7	-1
CCCCN1C(=O)NC(NC(=O)c2ccco2)(C(F)(F)F)C1=O (configuration not stated)	-4	0.6	-1	0	3	2	2	-3	-5	1
CN(C(=O)CS(=O)(=O)c1cn(CC(=O)N2CCOCC2)c2ccccc12)c1ccccc1	-1	0.3	-1	2	2	-2	6	-4	3	7
Cc1cccc(-n2c(C)cc(/C=N/NC(=O)c3cccc([N+](=O)[O-])c3C)c2C)c1	-1	0.8	4	7	-8	5	-4	-4	5	6
Cc1ccc(C(=O)NC(=S)Nc2cc(C(F)(F)F)ccc2Cl)cc1	-2	0.3	-3	-5	-7	-1	4	0	9	-7
Cc1ccc(SC[C@H](Cc2ccccc2)N2CC[C@@H](C)CCC2=O)cc1	0	1.0	3	-2	-20	-1	-3	4	-4	-13
O=C(Nc1csc(Cl)c1)c1ccccc1	3	0.4	0	-8	·	-4	0	-3	3	-1
CCOC(=O)c1cn(CC#N)c2cc(F)c(F)cc2c1=O	-4	-2.1	-6	-2	-3	0	2	2	-3	-6
CC1(C)OC(=O)N(CC(=O)Nc2ccccc2)C1(C)O (configuration not stated)	-2	-3.1	5	-8	2	-5	0	-5	-14	1
Nc1nc(SCC(=O)Nc2ccc(OCc3ccccc3)cc2)n[nH]1	2	0.4	-2	-2	1	2	9	-2	5	12
COc1ccc(CCNC(=O)C(=O)N/N=C/c2cccs2)cc1OC	4	-1.8	-9	-1	7	-2	2	-6	11	-10
CCCN(CC(=O)Nc1ccccc1OC)C(=O)c1cc(S(=O)(=O)NCc2ccccc2)ccc1C	2	-3.0	0	6	-9	-2	2	0	-4	-5
O=C(N/N=C/c1ccccc1OC(F)F)c1cc(-c2ccncc2)nc2ccccc12	5	-0.3	-2	-7	-12	5	0	-3	-1	-11
COc1ccc(N=Cc2nc(-c3ccccc3)oc2OC(=O)c2ccccc2)cc1	-4	0.0	0	7	-1	4	2	-1	-6	-2
O=C(CCC(=O)N1CCN(S(=O)(=O)c2ccccc2)CC1)c1cccs1	0	-0.9	0	6	1	4	-5	-4	-1	17
CCN1CCN(C(=O)CN2C(=O)COc3ccc(S(=O)(=O)N4CCOCC4)cc32)CC1	-1	-0.5	-2	0	4	-1	5	-4	-2	-7
CC(C)CN(C(=O)CC1CCCC1)c1c(N)n(Cc2ccccc2)c(=O)[nH]c1=O	2	0.4	-5	-5	-2	0	-5	-1	0	-13
CCOC(=O)c1[nH]c2ccccc2c1NC(=O)NC1CCCCC1	2	0.2	-3	3	-2	-2	8	0	2	5
Cn1c(=O)c2ncn(CC(=O)Nc3cc(C(F)(F)F)ccc3N3CCOCC3)c2n(C)c1=O	1	-0.9	-3	-2	0	2	1	-7	1	11
Cc1ccc2cc(C)c(N3CCC(C)CC3)nc2c1	-2	-2.4	6	-1	1	-1	-3	6	-2	-8
O=C(O)CC(CC(=O)Nc1ccccc1C(=O)O)c1ccccc1 (configuration not stated)	2	-1.3	-3	1	-1	0	9	-2	1	-2
O=C(CSc1n[nH]c(-c2ccccc2O)n1)N1CCCc2ccccc21	-2	0.2	3	12	-2	6	-2	-3	4	8
COc1cccc(CNCCN2CCOCC2)c1OC	3	3.2	-1	0	-6	0	4	-6	-1	0
COc1ccc(/C=C/c2cccc[n+]2C)c(O)c1	2	-1.3	-6	2	8	-7	5	7	-2	4
CCN=C1SC(C(=O)Nc2ccc(OC)cc2)CC(=O)N1CC (configuration not stated)	-6	-1.1	8	3	2	-2	-7	2	1	2
CCOC(=O)COc1cc(Br)c(/C=N/Nc2ccccc2)cc1OC	0	-0.2	2	7	-11	8	5	-6	1	4
CCN1CCc2nc(NC(=O)C(c3ccccc3)c3ccccc3)sc2C1	-8	4.1	-2	-9	-32	10	-3	-1	-16	-4
O=c1ccc2cc(S(=O)(=O)Nc3ccc(Br)cc3)ccc2o1	1	-0.8	3	-3	3	5	-6	-3	1	3
CN(CCC#N)C(=O)CC1(Cc2ccccc2)CCOC(C)(C)C1 (configuration not stated)	2	-0.2	-7	6	4	-4	8	4	4	23
COc1ccc(CNC(=O)Cn2nc([N+](=O)[O-])c(Br)c2C)cc1	-1	-1.8	-2	1	-5	0	-5	-3	1	0
O=C(NCc1cccc(F)c1)c1ccc2nc(N3CCOCC3)sc2c1	-4	0.0	4	2	-4	-1	-5	-9	1	2
CCOP(=O)(c1ccc(N(C)C)cc1)C(O)c1cc(OC)c(OC)c(OC)c1 (configuration not stated)	0	-1.1	-2	6	2	-3	-3	-1	2	1
COCCN1CCN(C(=O)C2CCC(=O)N(CCc3ccc(Cl)cc3)C2)CC1 (configuration not stated)	1	-0.4	-1	-5	3	-2	-2	-1	3	-10
O=C(c1ccc2c(c1)OCO2)N1CCN=C1SCc1ccccc1	-2	-2.2	-1	0	-7	0	6	-3	-1	6
O=C(Cc1ccc([N+](=O)[O-])cc1)Nc1cccc(C(=O)N2CCOCC2)c1	-1	-0.9	-1	2	-2	0	4	3	7	5
O=C1CSC(c2nn(-c3ccccc3)cc2-c2cc3ccccc3oc2=O)N1Cc1ccco1 (configuration not stated)	-2	0.0	1	-4	-92	3	6	1	0	-11
Cc1cc(C)c(NC(=O)c2ccc(CNS(=O)(=O)c3cc(C(F)(F)F)ccc3Cl)cc2)c(C)c1	1	-3.0	0	-32	-34	4	7	0	-20	10
CC(=O)NC(NC(=S)Nc1ccc(N=Nc2ccccc2C)cc1C)C(Cl)(Cl)Cl (configuration not stated)	0	-0.4	0	5	0	5	6	3	3	12
COc1cc(C)c(CN2CCCCC2CO)cc1C (configuration not stated)	2	1.0	-2	2	3	-2	2	-2	1	-1
Cc1ccc(/C=N\NC(=O)CNC(=O)C23CC4CC(CC(C4)C2)C3)o1	-1	-0.5	1	2	-5	-3	-1	-1	11	-3
CN(C)CCNc1oc(-c2cccc(Cl)c2)nc1C#N	2	-0.5	0	2	3	-5	-1	-5	0	0
CC(CC(=O)O)CC(=O)Nc1cc([N+](=O)[O-])ccc1O (configuration not stated)	0	-1.5	2	5	3	10	-3	3	1	-12
COc1ccccc1N1CCN(CCCN2C(=O)C3CCCN3C2=O)CC1 (configuration not stated)	-4	0.8	4	7	2	0	3	-1	-6	-5
COC(=O)c1ccc(CSc2nnc(-c3ccncc3)n2Cc2ccccc2)o1	-2	-0.8	3	-1	3	-6	3	7	5	-13
O=C1C(=O)N(Cc2cccnc2)C(c2cccc(O)c2)/C1=C(\O)c1ccc2c(c1)OCCO2 (configuration not stated)	-2	9.0*	0	9	-3	4	9	1	2	16
COc1ccc(Cn2c(NC(=O)c3ccccc3)nc(Cc3ccccc3)c2-c2ccccc2)c(OC)c1	9	·	-4	4	·	8	·	1	-18	5
CCOC(=O)N1CCC(N2C(=O)c3ccccc3C2=O)CC1	2	-0.1	1	10	-4	-2	-6	3	-7	0
O=C(CCSc1ccc(Cl)cc1)NC12CC3CC(CC(C3)C1)C2	2	0.9	5	1	-32	-2	-3	1	-10	0
CC(Oc1ccccc1)C(=O)NC1CCCCCCC1 (configuration not stated)	7	-0.8	-1	-12	0	-7	1	4	4	-5
CC(C)C[C@H]1CNC(=S)N1C[C@H]1CCCN1C[C@H](CC(C)C)N1C[C@H](CC(C)C)N(CCc2ccccc2)C1=S	2	0.6	-2	2	·	4	4	-9	0	-3
N#Cc1c(NC(=O)CSc2nc3ccccc3c(=O)n2Cc2ccco2)sc2c1CCCC2	-2	-0.6	2	12	-3	4	2	-21	-5	1

In the list so far, 7 contain fluorine.
SMILES	LEDGF integ inh	PG9 binder	PRMT1 FP inh	mABHD4 FP	HTRA1 inhibitor	rCAG binder	TCR-CD3 inh	Rev-erbA mod	SIAE primary	TDP2 inh
CCCCN1C(=O)NC(NC(=O)c2ccco2)(C(F)(F)F)C1=O (configuration not stated)	-4	0.6	-1	0	3	2	2	-3	-5	1
Cc1ccc(C(=O)NC(=S)Nc2cc(C(F)(F)F)ccc2Cl)cc1	-2	0.3	-3	-5	-7	-1	4	0	9	-7
CCOC(=O)c1cn(CC#N)c2cc(F)c(F)cc2c1=O	-4	-2.1	-6	-2	-3	0	2	2	-3	-6
O=C(N/N=C/c1ccccc1OC(F)F)c1cc(-c2ccncc2)nc2ccccc12	5	-0.3	-2	-7	-12	5	0	-3	-1	-11
Cn1c(=O)c2ncn(CC(=O)Nc3cc(C(F)(F)F)ccc3N3CCOCC3)c2n(C)c1=O	1	-0.9	-3	-2	0	2	1	-7	1	11
O=C(NCc1cccc(F)c1)c1ccc2nc(N3CCOCC3)sc2c1	-4	0.0	4	2	-4	-1	-5	-9	1	2
Cc1cc(C)c(NC(=O)c2ccc(CNS(=O)(=O)c3cc(C(F)(F)F)ccc3Cl)cc2)c(C)c1	1	-3.0	0	-32	-34	4	7	0	-20	10

Not all compounds are listed; rates above refer to the full screens.
